# Assay outcomes from PubChem BioAssay.
# Cav32 inh – human Cav3.2 channel inhibition, primary screen; B-score at 10 µM; O95180; Cav3.2-expressing cells, Fluo-4 calcium fluorescence FDSS; hits give low values; hit rate 4% among 100,000;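 active = single-dose well whose peak fluorescence ratio is a statistical outlier from its plate by either plate-standardised score or position-corrected B-score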
# The depositor's hits bear a star. An excerpt; count on the stated rates, not on these rows.
smiles	Cav32 inh
CCNc1nc(NCC)nc(N(C)N)n1	-0.0063
CCCN(CCO)Cc1cccc(Br)c1	0.086
CCN(CC)CCOC(=O)C1(c2ccccc2)CCOCC1	-0.49
Cc1nnc(NC(=O)C(C)Sc2nncn2C)s1 (configuration not stated)	0.52
CC(C)Cc1nc2oc3c(NCc4cccnc4)ncnc3c2c2c1CCC2	-0.4
CC(C)CCn1c(N2CCc3ccccc3C2)nc2c1c(=O)[nH]c(=O)n2C	-0.88
O=C(CNS(=O)(=O)c1ccc(Br)s1)Nc1ccc2c(c1)OCCO2	-1.1
O=C(O)C1CC(=O)N(CCc2c[nH]c3ccccc23)C1 (configuration not stated)	0.43
COCCOCCn1c(CCCO)nc2ccccc21	0.97
O=C1CC(c2ccc(F)cc2)CC(O)=C1C1NCCc2ccccc21 (configuration not stated)	0.18
CCOC(=O)c1ccc(N2N=C(C)/C(=C/C=C/c3ccco3)C2=O)cc1	0.23
CSc1sc(C(=O)O)c2c1C(=O)CCC2	0.09
CCN1CCN(Cc2ccc(NC(=O)c3cc(NC(=O)c4cncc(-c5ccc(C#N)cc5)c4)cc(OC)c3)cc2C(F)(F)F)CC1	0.28
Cc1ccc(NC(=O)CN2C(=O)S/C(=C/c3ccc(-c4cc(C(=O)O)ccc4C)o3)C2=O)cc1C	-2.7
CCOC(=O)c1cc2sccc2n1CC(=O)N1CCN(C(=O)c2ccco2)CC1	-0.3
CN(C)c1c([N+](=O)[O-])ncn1C	-0.023
CC(C)Cc1nnc(NS(C)(=O)=O)s1	-0.27
Cc1ccc2c(CN3CCC(C)CC3)cc(=O)oc2c1	-0.051
O=C(CCN1CCCCCC1)Nc1ccc(F)cc1	0.26
CCc1nc(OCCN(C)C)c2oc3ccccc3c2n1	0.77
COc1ccc(N2CCN(C(c3cccs3)c3nnnn3C3CCCC3)CC2)cc1 (configuration not stated)	-3.1
O=C(c1nc(-c2ccccc2)n(-c2ccccc2)n1)N1CCCCCC1	-0.15
COC(=O)c1ccc(NC(=O)CC2C(=O)N(c3ccc(C)cc3)C(=O)N2CC(C)C)cc1 (configuration not stated)	-2.2
CCC(C(=O)c1ccc(O)cc1)c1ccccc1 (configuration not stated)	-3.6
Cc1nn2c(N3CCN(C(=O)c4ccco4)CC3)cc(C(C)(C)C)nc2c1-c1ccccc1	-6.7*
CCOc1ccccc1N(CC(=O)NC(C)(C)C)C(=O)c1ccc(CN2CCOCC2)o1	0.27
CCOC(=O)c1ccc(N2C(=O)CC(N3CCC(Nc4ccc(F)cc4)CC3)C2=O)cc1 (configuration not stated)	0.43
S=C1NCCOCCOCCOCCOCCNC(=S)NCCOCCOCCOCCOCCN1	-0.053
CC(C)Cc1c(O)nc(SCCN2CCOCC2)[nH]c1=O	0.095
C=CCNC(=O)Cn1nc(-c2ccccc2)ccc1=O	-0.074
CC(C)NC(=O)c1ccccc1NC(=O)CS(=O)(=O)Cc1ccccc1	-1.5
CCOC(=O)c1cnc(SC)nc1Sc1ccccc1Cl	-0.68
O=C(NCC(c1cccs1)N1CCOCC1)c1ccc(Br)o1 (configuration not stated)	0.41
Cc1nc2sc(C(c3ccc(F)cc3)N3CCOCC3)c(O)n2n1 (configuration not stated)	0.37
COc1cc(S(=O)(=O)N2CCOCC2)ccc1NC(=O)COC(=O)C12CC3CC(CC(C3)C1)C2	0.042
COc1ccc(C(=O)OCc2cc3cccc(C)c3[nH]c2=O)cc1	-0.28
CCOC(=O)c1c(-c2ccccc2)nnn1-c1nc(OC)nc(N2CCOCC2)n1	1.6
COc1cc2c(cc1OC)CN(C(=O)COc1ccc(C)c(C)c1)CC2	-1.8
Clc1cccc(NCc2nnc(SCc3ccccc3)o2)c1	-2.3
CCCCCn1c(CNC(=O)CC)nc2ccccc21	-0.24
CC(=O)Oc1oc(-c2ccccc2)nc1/C=N/c1ccccn1	-0.32
O=C(NC1=NCCS1)c1csc2ccccc12	0.37
COCc1[nH][nH]c(=O)c1C=Nc1ccccc1	0.046
Cc1c(C2Nc3ccccc3C(=O)N2O)cnn1C (configuration not stated)	-0.32
N/C(=N\O)C1COc2ccccc2O1 (configuration not stated)	-0.67
Cc1nc2sc(C(c3cccs3)N3CCN(Cc4ccccc4)CC3)c(O)n2n1 (configuration not stated)	0.98
O=C(Nc1ccc(-c2nc3ccccc3o2)cc1)c1cc(-n2cnnc2)ccc1Cl	-0.54
CN(C(=O)c1cccs1)c1ccccc1C(=O)O	0.83
Cc1cc(NC(=O)c2cc(C3CC3)on2)n(-c2ccccc2)n1	1.1
CCCCNC(=O)CN(C1CCCCC1)S(C)(=O)=O	0.26
O=C(COc1ccccc1Cl)Nn1cnnc1	0.39
COc1cccc(NC(=O)C23CCC(C)(C(=O)O2)C3(C)C)c1 (configuration not stated)	0.11
O=C(CSc1ccc2nnc(-c3cccnc3)n2n1)N1CCOCC1	-0.52
CC1(C(=O)NCCN2CCOCC2)C=CC2(CCCCC2)N1C(=O)c1ccccc1 (configuration not stated)	0.3
Cc1cccc(C)c1NC(=O)CC1SC2=NCCN2C1=O (configuration not stated)	0.63
COC(=O)c1cccc(NC(=O)C2COc3ccccc3O2)c1C (configuration not stated)	0.36
COc1ccc(C2/C(=C(/O)c3ccc(C)cc3)C(=O)C(=O)N2C)cc1 (configuration not stated)	0.54
Nc1ccc2oc(-c3cccc4ccccc34)nc2c1	-0.54
COc1cc2c(cc1O)[C@@H]1Cc3cc(O)c(OC)cc3[C@H](C2)N1C	0.17
CCOc1ccc(-n2nc(C(=O)N3CCN(CC)CC3)c3ccccc3c2=O)cc1	0.26

# Further results.
smiles	Cav32 inh
CCC(=O)N1CCC2(CC1)Oc1ccc(F)cc1C(=O)C21CC(c2cccnc2)=NO1 (configuration not stated)	0.51
CCc1ccccc1N1CC(C(=O)O)CC1=O (configuration not stated)	-0.33
O=C(NCCc1ccccc1)C1CCCN(S(=O)(=O)c2cccs2)C1 (configuration not stated)	0.7
Cc1ccc(-n2c(=O)c(C#N)cc3c(=O)n4cccc(C)c4nc32)cc1	-0.71
CCCc1cc(C(=O)NCc2ccc(OC)cc2)no1	0.71
Cn1c(=O)c2c(-c3ccc(C(C)(C)C)cc3)n(N3CCOCC3)cc2n(C)c1=O	-2.2
CC1(C)CC(=O)C2=C(C1)OC(N)=C(C#N)C2C1C=CCCC1 (configuration not stated)	1.9
CC1=C(C(=O)Nc2ccccn2)C(c2cccnc2)n2nnnc2N1 (configuration not stated)	1.3
O=c1cc(-c2ccc(Cl)c(Cl)c2)[nH][nH]1	0.28
COc1ccc(CN2C(=O)c3cccnc3C2Nc2cc(Cl)c(OC)cc2OC)cc1 (configuration not stated)	-0.0076
O=C(NCc1ccccc1)c1cc2nc(C3CC3)cc(C(F)(F)F)n2n1	-0.011
OC(COc1ccccc1)CN1CCN(c2ncccn2)CC1 (configuration not stated)	0.1
O=C1C2CC=CCC2C(=O)N1c1ncn[nH]1 (configuration not stated)	0.52
O=S1(=O)CCOC[C@H](Cc2ccccc2)N1Cc1cccc(C(F)(F)F)c1	-0.22
CCCCn1c(N)nc2ccccc21	0.067
CCN1CCCC1CN(Cc1cc2cc(C)cc(C)c2[nH]c1=O)C(=O)Nc1ccccc1OC (configuration not stated)	1.4
Cc1ccc(N(C(=O)c2ccc(S(=O)(=O)N3CCOCC3)cc2)C2C=CS(=O)(=O)C2)cc1 (configuration not stated)	0.16
O=C(CN1CCN(Cc2ccc(F)cc2Cl)C1=O)NCCc1ccccc1	-0.0083
C=CCn1c(SCn2nnc3ccccc3c2=O)nnc1C1CCCCC1	-0.34
C/C(=N/NC(=O)c1ccccn1)c1ccco1	0.44
Nc1ccc(Br)c2c1C(=O)c1ccccc1C2=O	0.22
Cn1nc(-c2ccccc2F)c2cc(C(=O)N3CCN(C(=O)c4ccco4)CC3)sc21	-0.028
COC(=O)c1ccc2c(=O)n3c(nc2c1)SCC(c1ccccc1)=N3	-0.26
CC1(C)NC(=O)N(CCCCOc2ccc3c(c2)CCC3)C1=O	-3.1
O=C(O)COc1cccc2nsnc12	-0.13
CC(=O)Nc1cc2c(cc1C(=O)c1ccc(C)cc1)OCCO2	-5.2*
CC(C)(c1ccccc1)c1ccc(OCCn2cnc3ccccc3c2=O)cc1	-6.5*
O=C(NC1CCCCC1)C(c1ccco1)N(Cc1ccco1)C(=O)c1ccco1 (configuration not stated)	-0.18
COc1ccc(-n2nnnc2SCC(=O)N2C(C)CCCC2C)c(OC)c1 (configuration not stated)	0.52
O=C(NCc1ccncc1)Nc1ccc(Cl)cc1Cl	0.4

# Laid out differently: entries from further up
Cav32 inh | mol
-0.13 | O=C(O)COc1cccc2nsnc12
-6.5* | CC(C)(c1ccccc1)c1ccc(OCCn2cnc3ccccc3c2=O)cc1
0.16 | Cc1ccc(N(C(=O)c2ccc(S(=O)(=O)N3CCOCC3)cc2)C2C=CS(=O)(=O)C2)cc1 (configuration not stated)
-0.34 | C=CCn1c(SCn2nnc3ccccc3c2=O)nnc1C1CCCCC1
0.067 | CCCCn1c(N)nc2ccccc21
0.52 | COc1ccc(-n2nnnc2SCC(=O)N2C(C)CCCC2C)c(OC)c1 (configuration not stated)
-0.26 | COC(=O)c1ccc2c(=O)n3c(nc2c1)SCC(c1ccccc1)=N3

# Next structures follow.
smiles	Cav32 inh
N#CCCNCC1(c2ccccc2)CCCC1	0.88
COc1cc(O)oc1C=Nc1ccc(Cl)cc1Cl	-0.92
Cc1cc(C)nc(N2CCC(C(=O)NCCc3ccccc3)CC2)n1	0.16
Cc1cc(C)c2nc(SCC#N)cc(C)c2c1	-0.0012
CC(C)c1ccc(NS(=O)(=O)c2ccc3[nH]cc(C(=O)N4CCC(C(N)=O)CC4)c(=O)c3c2)cc1	0.071
CC(Cl)C(=O)c1c(N)n(C)c(=O)n(C)c1=O (configuration not stated)	0.29
O=C(Nc1ccc(Cl)cc1)[C@@H]1[C@@H]2C(=O)N(c3ccc(Cl)cc3Cl)C(=O)[C@@H]2[C@H]2C=CC=NN21	-4.7*
COc1ccc2[nH]c(=O)c(CN(C)C(=O)C3CCCCC3)cc2c1	0.22
O=C(Oc1nsnc1N1CCOCC1)N1CCOCC1	-1.4
O=C(c1ccc(F)cc1)N1CCN(c2cc(=O)[nH]nc2-c2ccccc2)CC1	0.21
CS(=O)(=O)Nc1ccc(Br)cc1C(=O)c1ccccc1	-0.047
CC(=O)Nc1ccc(S(=O)(=O)NCc2ccc(C)cc2)cc1	-0.0057
CNS(=O)(=O)c1cnccc1N1CCN(c2cccc(C(F)(F)F)c2)CC1	0.067
C[C@H]1CC[C@H]2C(=O)N[C@H](Cc3ccccc3)C(=O)N2[C@@H]1c1ccccc1	-0.089
c1ccc(N2CCN(c3ncccn3)CC2)cc1	0.17
CCNc1c(N)c(=O)oc2ccccc12	0.28
COC(=O)c1ccc(C(=O)OC)c(NC(=O)CS(=O)(=O)Cc2ccccc2)c1	-0.054
COc1cccc(-n2c(SCC(=O)Nc3sc4c(c3C(N)=O)CCC4)nc3ccccc3c2=O)c1	-1.8
CC1(C)Cc2c(c(-c3ccccc3)[nH]c(=O)c2C#N)CO1	1
O=C1c2ccccc2C(=O)N1Cc1ccc2c(c1)OCO2	0.018
COc1cc2c(C#N)c(N3CCCCC3)nc(N)c2c(N)n1	1.4
Cc1cc(C)nc(CC(N)=O)n1	-0.035
CC(C)OC(=O)c1sc2nc(-c3ccccc3)ccc2c1N	-0.47
Cc1csc(NC(=O)C2CCCN(S(=O)(=O)c3ccc4c(c3)oc(=O)n4C)C2)n1 (configuration not stated)	0.96
Cn1cc(S(=O)(=O)N2CCN(C(=O)c3ccco3)CC2)c(=O)n(C)c1=O	-0.17
O=C(Nc1ccc(F)cc1)N1CCOCC1	-0.013
Cc1occc1-c1nnc(SCC(=O)N2CCCc3ccccc32)n1Cc1ccco1	-3.3
COc1ccccc1N1CCN(C(=O)c2ccccc2Oc2ccccc2)CC1	-4.7*
CC(C)(C)Nc1c(N)c(=O)oc2ccccc12	0.3
O=C(N1CCOCC1)N1CCC(c2nc(-c3ccc(S(=O)(=O)N4CCOCC4)cc3)no2)CC1	0.71
CC(=O)n1cc([C@H]2C=C(C(=O)N3CCN(Cc4ccccc4)CC3)O[C@@H](OCc3ccc(CO)cc3)C2)c2ccccc21	0.013
O=C(N/N=C/c1ccc(OCC(=O)N2CCCCC2)cc1)c1ccccc1	-0.15
COc1ccc(CC(=O)NCC2(c3ccc(OC)c(OC)c3)CCOCC2)cc1	0.17
Cc1n[nH]c(C)c1S(=O)(=O)N1CCN(c2ccccn2)CC1	0.11
N#CC1=C(N)C(C#N)(C#N)C(c2ccc[nH]2)C2CCCC=C12 (configuration not stated)	-0.7
C#CCOCCOCCOCCNc1nc(N2CCN(C(=O)C([C@@H](C)CC)n3cc(C(N)CC(C)C)nn3)CC2)nc(N2CCN(C(=O)[C@H](CCC(=O)O)n3cc(C(N)[C@H](C)CC)nn3)CC2)n1 (some centres not stated)	-0.56
NC(=O)c1ccccc1N/C=C/C(=O)c1ccco1	0.46
COC(=O)c1c(NC(=O)c2nc3ccccc3s2)sc2c1CCN(C(C)=O)C2	0.053
COc1ccc(NCCNc2ccc(OC)cc2)cc1	0.56
O=C(c1ccccc1)c1ccncc1	-0.45
CC(=O)Nc1ccccc1C(=O)C(=O)Nc1ccc(F)cc1	0.29
CCn1c(SCC(=O)Nc2nc(C)cs2)nnc1-c1ccco1	0.19
O=C(c1ccco1)N1CCN(c2ccc(Cl)cc2)CC1	-0.53
CCCCCCc1nnc(NC(=O)OCC)s1	-1.5
Cc1ccc(N(O)C(=O)OCCNC(=O)Nc2ccccc2)cc1	-0.85
CC(=O)Nn1cnc2c(c1=O)C1(CCCCC1)Cc1ccccc1-2	-0.84
